# Chronic BCR inh: chronic active BCR signaling inhibition; ABC-DLBCL IkBa-CBG/CBR reporter, luminescence ratio, 4 h; Potency, µM (doses to about 46.1 µM), inactives show top-dose ratio change, negative = lower green/red ratio, actives largely listed as inhibitors; 0.05% of 340,000 active; AID 493014; active means well fitted inhibition curve with a large enough effect in the signal ratio, with a control signal flat, not every such curve was filed as active; inconclusive means small, poorly fitted or top-dose-only effect, or effect the other way, or a change in a side signal; the % refers to the signal ratio;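 further: potency means the concentration at half of the fitted maximal effect; plate controls were basal doxycycline-induced cells for no effect and cells given 10 µM MG132 for full effect; MG132 reads +100%, hits lower the ratio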
#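 TMD8 human ABC-DLBCL cells with doxycycline-inducible IκBα–green luciferase fusion and unfused red luciferase, in 0.5% FBS medium; compounds up to 46 uM, 4 h at 37C. Green/red luminescence ratio, filter-overlap corrected, fitted to concentration-response curves.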
# TSHR antag: human thyrotropin receptor antagonism. 0.2% of 330,000 active. AID 504810. activity change, negative = inhibition, % at 11.5 µM. TSHR-expressing cells, TSH-stimulated cAMP HTRF, 2 h; active compounds read low. P16473;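 active means activity change below a set negative limit, meaning inhibition stronger than a set level, cut at about -70% in these data; inconclusive means activity change between two set negative limits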; further: on the % scale 0 is the no-effect control and ±100 the full control effect
#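 Read-out is FRET at 665 nm (cryptate excitation 337 nm) from a cryptate-tagged anti-cAMP antibody, competed by cell cAMP against cAMP-d2. Compounds are tested on freshly harvested TSHR cells challenged with 4nM TSH (EC80) for 2 hours at 37 deg C.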
# TCR activator: T cell receptor activation | 330,000 tested, under 10 active | primary human leukocytes, anti-CD3, IL-2 HTRF, 48 h | Potency, µM (titrated, usually from 9.22 µM), without a hit: at the highest dose activation of IL-2 secretion, actives largely listed as activators; further: % of control where 0% means no effect
#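 TCR engagement came from a-CD3 beads alone, with compounds added to primary human leukocytes for 48 hr. Secreted IL-2 bridged europium cryptate- and d2-labelled anti-IL-2 antibodies, giving FRET emission at 665nm after 320nm excitation.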
# Eya2 phos inh: inhibitors of human Eya2 phosphatase activity; recombinant Eya2, OMFP fluorescence dephosphorylation (OMFP is methylfluorescein phosphate); Potency, µM (doses to about 76.9 µM), inactives show at the highest dose activity, negative = inhibition, actives largely listed as inhibitors; 0.006% of 330,000 active; further: potency means the concentration at half of the fitted maximal effect; on the % scale 0 is the no-effect control and ±100 the full control effect
# Target sequence (O00167 whole entry, looked up): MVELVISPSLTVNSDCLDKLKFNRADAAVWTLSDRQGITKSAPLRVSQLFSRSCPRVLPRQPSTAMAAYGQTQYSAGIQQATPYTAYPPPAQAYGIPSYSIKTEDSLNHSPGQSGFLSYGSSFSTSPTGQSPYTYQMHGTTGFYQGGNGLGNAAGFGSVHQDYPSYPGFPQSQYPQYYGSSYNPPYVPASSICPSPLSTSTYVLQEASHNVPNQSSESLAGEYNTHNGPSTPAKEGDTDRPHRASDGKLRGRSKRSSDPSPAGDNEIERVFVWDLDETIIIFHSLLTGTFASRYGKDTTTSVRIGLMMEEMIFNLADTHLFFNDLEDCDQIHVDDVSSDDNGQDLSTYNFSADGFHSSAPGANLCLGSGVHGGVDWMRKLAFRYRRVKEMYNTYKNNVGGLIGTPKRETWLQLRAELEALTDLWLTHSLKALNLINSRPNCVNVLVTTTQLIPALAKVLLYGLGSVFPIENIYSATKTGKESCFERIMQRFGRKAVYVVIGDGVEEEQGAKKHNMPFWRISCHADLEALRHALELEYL
#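 Eya2 protein (added as 0.2 uM solution) was preincubated with compound for 10 min at ambient temperature in 50 mM HEPES pH 7.5, 50 mM NaCl, 5 uM MgCl2, 0.05% BSA, 1 mM DTT. OMFP (added at 50 uM) then reacted 10 min; fluorescence read at 485/525 nm.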
# Tb PFK block: inhibitors of T. brucei phosphofructokinase | O15648 | T. brucei PFK, ADP-Glo luminescence | Potency, µM (doses to about 57.5 µM), for inactives: top-dose activity, negative = inhibition, hits mostly inhibitors | 0.17% of 330,000 active | AID 485367;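 further: potency means the concentration at half of the fitted maximal effect; 0% = uninhibited 1x PFK enzyme wells and -100% = no-enzyme wells; nearly all actives have a fitted effect of over 60% in size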
# Target sequence (O15648 whole entry, looked up): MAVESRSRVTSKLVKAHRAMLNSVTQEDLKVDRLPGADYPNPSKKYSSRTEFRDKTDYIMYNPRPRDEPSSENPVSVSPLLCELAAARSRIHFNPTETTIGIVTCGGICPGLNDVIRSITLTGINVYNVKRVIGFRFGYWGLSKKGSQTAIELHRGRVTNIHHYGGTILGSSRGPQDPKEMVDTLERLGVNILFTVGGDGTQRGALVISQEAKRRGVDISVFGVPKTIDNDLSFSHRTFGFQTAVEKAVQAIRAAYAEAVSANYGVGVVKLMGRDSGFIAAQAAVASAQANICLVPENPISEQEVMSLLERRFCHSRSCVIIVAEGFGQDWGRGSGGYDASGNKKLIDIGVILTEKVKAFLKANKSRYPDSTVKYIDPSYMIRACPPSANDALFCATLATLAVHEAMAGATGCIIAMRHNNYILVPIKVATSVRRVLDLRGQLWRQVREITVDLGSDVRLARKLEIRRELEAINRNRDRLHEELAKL
#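 Compounds were pin-transferred as a titration series up to 57 uM into substrate buffer (0.5 mM F6P, 0.1 mM ATP, pH 8.0), then 1.25 nM PFK was added and reactions ran 45 min before ADP-Glo detection.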
# ELG1 repair inh: inhibitors of ELG1-dependent DNA repair in HEK293T cells; HEK293T ELG1-luciferase reporter, luminescence, 16 h; DNA damage induced by 5-fluorouridine; Potency, µM (series often up to 46.1 µM), for inactives: at the top dose activity change, negative = inhibition, usual class: inhibitors; 2.3% of 330,000 active; further: potency means the concentration at half of the fitted maximal effect; on the % scale 0 is the no-effect control and ±100 the full control effect; nearly all actives have a fitted effect of over 55% in size
#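 Overnight (16 hr) co-exposure of 2,000 cells/well to 5-fluorouridine and compound at 37 °C preceded detection. Luciferase was quantified via ONE-Glo luminescence; loss of signal denotes inhibition.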
# A-T KAP1 phos: candidate therapy for ataxia-telangiectasia; […] A-T fibroblasts, KAP-1 phosphorylation AlphaLISA; neocarzinostatin DNA damage 30 min before lysis; Potency, µM (series often up to 57.5 µM), inactives show at the top dose activation, usual class: activators; 0.19% of 320,000 active; AID 485349; further: potency means the concentration at half of the fitted maximal effect; % of control where 0% means no effect; nearly all actives have a fitted effect of over 45% in size
#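 ATM-like activity read as KAP-1 phosphorylation via AlphaLISA donor/acceptor antibody pairs after lysis and 6 hr at 25C. Cells were ATM-null patient fibroblasts ([…], hTERT), dosed 60 min, then exposed to the DSB inducer NCS for 30 min.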
# a7 integrin act: activators of alpha7 integrin expression for muscular dystrophy; alpha7betagal myoblasts, beta-gal FDG fluorescence, 48 h; 0.064% of 350,000 active; Potency, µM (top dose mostly 38.3 µM), for inactives: top-dose activation, most hits filed as activators;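 further: potency means the concentration at half of the fitted maximal effect; 100% = response of the positive control SU9516; nearly all actives have a fitted effect of over 60% in size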
#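 alpha7betagal+/- myoblasts (passage 13, 250/well) treated 48 h at 37C with compounds at 1:260 dilution of DMSO stock. Lysed, then beta-galactosidase activity read as FDG fluorescence (ex 480/em 540) after 30 min, with pre-read for autofluorescence.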
# PTAP TSG101 blk: blocks PTAP/TSG101 interaction to inhibit HIV-1 budding; Q99816; Potency, µM (titrated, usually from 115 µM), inactives show at the highest dose activity change, negative = inhibition, most hits filed as inhibitors; AID 493005; Fluorescence polarization, FITC-PTAP peptide / Tsg101 binding; 340,000 tested, under 10 active; active means well fitted inhibition curve with a large enough effect in the main read-out, with a control signal flat, not every such curve was filed as active; inconclusive means small, poorly fitted or top-dose-only effect, or effect the other way, or a change in a side signal; inactive means no such curve, though single readings can be large or run the other way; further: potency means the concentration at half of the fitted maximal effect; % of control where 0% means no effect
#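 Fluorescence polarization binding of Tsg101 binding domain (10 uM final) to FITC-labeled PTAP peptide (50 nM final) in HEPES pH 7.5 buffer with NaCl, Tween 20, EDTA, TCEP. Compounds added before peptide; binding 20 min at RT.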
# Mito fusion yeast: blocks mitochondrial division or promotes mitochondrial fusion; S. cerevisiae fusion-defective mutant growth rescue, CellTiterGlo 48 h; Potency, µM (series often up to 46.1 µM), for inactives: at the top dose growth rescue (activation), hits mostly activators; 0.23% of 320,000 active; AID 485298;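 further: potency means the concentration at half of the fitted maximal effect; % of control where 0% means no effect; nearly all actives have a fitted effect of over 45% in size; temperature-sensitive fusion mutants such as fzo1-1 at 37 °C on non-fermentable ethanol glycerol medium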
#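 Yeast fusion mutant, YPEG (non-fermentable carbon), compound, 48 h at 37C non-permissive; CellTiterGlo added, 10 min RT, luminescence read. Rescued growth = division inhibition.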
# ASM inhibitor: inhibitors of human secretory acid sphingomyelinase. placental ASM, HMU-PC fluorogenic substrate, 60 min. Potency, µM (highest dose often 57.5 µM), for inactives: at the highest dose activity change, negative = inhibition, hits mostly inhibitors. 0.006% of 340,000 active; further: potency means the concentration at half of the fitted maximal effect
#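 Steps: dispense placental human ASM, pin compound, wait 10 min at room temperature, add HMU-PC0 substrate at 9 uM final, incubate 60 min at 37 °C, add stop solution raising pH to 10, read fluorescence.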
# Active calls of the source: *; u = inconclusive; x = no result given; [ ] = another dose, or the depositor's remark. Unless noted, the call rests on the fitted dose curve; in most records, active means well fitted curve in the direction sought with a large enough effect; inconclusive means small, poorly fitted or top-dose-only effect, or another doubt; inactive means no such curve, though single readings can be large; an effect the other way counts as inactive or inconclusive.
1) COc1ccccc1C(=O)CN1C(=O)NC2(CCc3ccccc32)C1=O (stereo not drawn)
2) Cc1cc(C(=O)N/N=C/c2cc(Br)ccc2OC(=O)c2ccc(Br)cc2)n[nH]1
3) Fc1ccccc1-n1[nH]nnc1=S
4) COc1cc(-c2nc3oc4ccccc4c(=O)c3c(=O)n2Cc2ccco2)cc(OC)c1OC
5) CCCCc1ncc(CN2CCN(Cc3ccc(C)cc3)C(CCO)C2)[nH]1 (stereo not drawn)
6) COc1ccccc1-c1nn(-c2ccccc2)cc1C(=O)NCC(c1ccco1)N1CCCC1 (stereo not drawn)
Compound	1	2	3	4	5	6
Chronic BCR inh	-5%	-13%	x	u	u	2%
TSHR antag	-5	-14	x	-5	10	-4
TCR activator	-4%	-2%[46.1 µM]	-2%	11%	-1%	-8%
Eya2 phos inh	u	2%	x	-2%	1%	-1%
Tb PFK block	-1%	-2%	x	-2%	-3%	0%
ELG1 repair inh	8%	-14%	x	u	-1%	-18%
A-T KAP1 phos	0%	4%	x	15%	12%	-7%
a7 integrin act	-21%	x	-8%	27%	-1%	u
PTAP TSG101 blk	-3%	x	0%	-2%	2%	-5%
Mito fusion yeast	3%	0%	-12%	3%	-3%	-3%
ASM inhibitor	2%	x	1%	-2%	3%	-1%

7) C/C(=N\NC(=S)Nc1ccc(F)cc1)C1CC1
8) CCOC(=O)c1c(NC(=O)c2cc(CC(C)C)on2)sc(C(C)=O)c1C
9) COc1cccc(C(=O)OCn2nnc3ccccc3c2=O)c1
10) Cc1ccccc1-n1nc(C)c2cc(C(=O)N3CCN(S(=O)(=O)c4ccc(Cl)cc4)CC3)sc21
11) CCCCn1c(=O)c2ccccc2n2c(=S)[nH]nc12
12) CN(C)c1ccc(/C=N/NC(=O)CCc2nc3ccccc3[nH]2)cc1
Compound	7	8	9	10	11	12
Chronic BCR inh	-17%	15%	-19%	2%	7%	-1%
TSHR antag	20	3	-7	-18	-5	-4
TCR activator	1%	-2%	8%	-15%	7%	-1%
Eya2 phos inh	-15%	13%	-24%	12%	6%	3%
Tb PFK block	u	-2%	4%	-2%	-2%	-1%
ELG1 repair inh	u	2%	7%	u	-21%	u
A-T KAP1 phos	2%	-5%	1%	-8%	6%	-7%
a7 integrin act	19%	-1%	14%	-27%	u	-2%
PTAP TSG101 blk	-7%	1%	-3%	-1%	-3%	-1%
Mito fusion yeast	-9%	3%	5%	4%	20%	-4%
ASM inhibitor	-1%	-8%	-3%	-3%	-5%	126%[activator]

# Reprinted from the part before: 4 compounds; new compounds follow.
9) COc1cccc(C(=O)OCn2nnc3ccccc3c2=O)c1
10) Cc1ccccc1-n1nc(C)c2cc(C(=O)N3CCN(S(=O)(=O)c4ccc(Cl)cc4)CC3)sc21
11) CCCCn1c(=O)c2ccccc2n2c(=S)[nH]nc12
12) CN(C)c1ccc(/C=N/NC(=O)CCc2nc3ccccc3[nH]2)cc1
13) COc1cccc(C(=O)N2CCC(N3CC(C)OC(C)C3)CC2)c1 (stereo not drawn)
14) Cc1c(O)c2ccccc2oc1=O
15) Cc1cccc(NC(=O)CC2Nc3cccc4cccc(c34)NC2=O)c1 (stereo not drawn)
16) COc1ccc(C2N=C(Nc3ccc(C)cc3)Nc3nc(C)cc(=O)n32)cc1 (stereo not drawn)
17) O=C(NC1=NCCS1)C1CC(=O)N(c2ccccc2)C1 (stereo not drawn)
18) COC(=O)[C@@H]1C2CCC(C(=O)Nc3ccccc3)(CC2)[C@@H]1C(=O)OC
Compound	9	10	11	12	13	14	15	16	17	18
Chronic BCR inh	-19%	2%	7%	-1%	-1%	0%	7%	-1%	-9%	1%
TSHR antag	-7	-18	-5	-4	-6	5	1	0	-1	0
TCR activator	8%	-15%	7%	-1%	7%[46.1 µM]	2%	x	-3%	2%	6%
Eya2 phos inh	-24%	12%	6%	3%	0%	-14%	-1%	9%	-5%	-3%
Tb PFK block	4%	-2%	-2%	-1%	-5%	-8%	0%[0.46 µM]	-4%	3%	0%
ELG1 repair inh	7%	u	-21%	u	-1%	19%	-5%	1%	9%	7%
A-T KAP1 phos	1%	-8%	6%	-7%	-7%	-6%	-8%	5%	-3%	14%
a7 integrin act	14%	-27%	u	-2%	2%	6%	-19%	19%	-6%	23%
PTAP TSG101 blk	-3%	-1%	-3%	-1%	1%	0%	-8%	-4%	-2%	-7%
Mito fusion yeast	5%	4%	20%	-4%	-7%	0%	1%	-3%	-3%	-4%
ASM inhibitor	-3%	-3%	-5%	126%[activator]	6%	4%	-7%	0%	6%	4%

19) O=C(CCCC(=O)Nc1ccccc1Br)N/N=C/c1c(F)cccc1Cl
20) CCOC(=O)Cn1nnnc1C(CC)N(Cc1cccs1)Cc1cc2ccc(OC)cc2[nH]c1=O (stereo not drawn)
21) O=C(c1ccco1)N1CCCC(c2nc3c(nnn3Cc3ccccc3)c(=O)[nH]2)C1 (stereo not drawn)
22) COc1ccc(C(=O)Nc2cnc3sc(C)nn3c2=O)cc1
23) COc1ccc(CNC(=O)CCC(=O)N2CC(C)Oc3ccccc32)cc1 (stereo not drawn)
24) CCOC(=O)CSc1nc(N)cc(=O)[nH]1
Compound	19	20	21	22	23	24
Chronic BCR inh	4%	u	12%	u	6%	1%
TSHR antag	-7	-12	-2	4	-2	-3
TCR activator	5%	-1%	2%	x	-1%	12%
Eya2 phos inh	0%	-5%	9%	10%	3%	-1%
Tb PFK block	0%	4%	1%	-5%	-10%	3%
ELG1 repair inh	-20%	u	-5%	u	7%	-2%
A-T KAP1 phos	6%	6%	3%	0%	-4%	-1%
a7 integrin act	7%	-2%	2%	18%	-20%	-16%
PTAP TSG101 blk	-1%	-5%	-3%	-1%	-2%	0%
Mito fusion yeast	1%	u	-1%	27%	3%	-4%
ASM inhibitor	-1%[11.5 µM]	-9%	0%	1%	16%	-1%

# (next part)
# Values run as follows: Chronic BCR inh, TSHR antag, TCR activator, Eya2 phos inh, Tb PFK block, ELG1 repair inh, A-T KAP1 phos, a7 integrin act, PTAP TSG101 blk, Mito fusion yeast, ASM inhibitor
[25] O=c1n(-c2ccccc2)c(=O)n(Cc2ccccn2)n1Cc1ccccn1
  -4%, 6, 5%, 11%, -6%, 2%, 0%, 9%, 0%, -3%, -5%
[26] CC(Nc1cc(=O)n(C)c(=O)[nH]1)c1ccccc1 (stereo not drawn)
  5%, 13, -5%, 15%, -19%, 2%, 5%, 22%, -4%, -5%, 3%
[27] Cc1cc(Cl)c(OCCCCNC(C)(C)C)c(Br)c1
  1%, 9, 2%[46.1 µM], -1%, 0%, -21%, 0%, x, x, -13%, x
[28] COc1ccc(NC(=O)N2CCC(C(=O)c3ccc4c(c3)OCCO4)CC2)cc1
  -4%, 1, 3%, 3%, -6%, 19%, 1%, -52%[inhibitor], -3%, -15%, 3%
[29] CC(=O)c1cccc(NC(=O)Nc2cccs2)c1
  u, -3, 0%, 0%, 7%, -27%, 6%, 15%, -6%, 0%, -2%
[30] COc1ccccc1NC(=O)C1CCCN(C(=O)Nc2ccc(F)cc2)C1 (stereo not drawn)
  7%, -1, 5%, -7%, 0%, -4%, 1%, 7%, -1%, 1%, 3%
[31] COc1cccc(-c2cccc(NC(=O)C3CCN(Cc4cccc(C)n4)CC3)c2)c1
  1%, 0, -4%, 1%, 0%, 2%, 6%, -3%, 0%, -7%, 3%
[32] COCCn1c(=S)[nH]c2cc(C(=O)NCCc3ccccc3)ccc2c1=O
  11%, -7, -3%, 6%, 16%, 0%, 13%, -17%, 0%, 0%, 2%
[33] CC1CCN(C(=O)c2cccc(S(=O)(=O)N3CCCc4ccccc43)c2)CC1
  14%, -12, -6%, -14%, 11%, 16%, 2%, -2%, -2%, 14%, x

# Compound activity: PubChem, National Center for Advancing Translational Sciences (NCATS)
